Assay outcomes: PubChem, MTDP
RNase H inhibition – RNase H inhibition, HIV 1 Gag Pol polyprotein, FRET biochemical assay, screening (AID 372). 100,000 compounds, 0.77% hits. HIV-1 RT RNase H, FRET RNA/DNA substrate fluorescence; higher % means a stronger effect. inhibition, % at 10 µM, or IC50 in µM where a hit was titrated; in the data active means inhibition above about 50%
* hit, by the source's call.

smiles | RNase H inhibition
CCN(C(=O)Cc1ccc(Cl)cc1)c1ccccc1C | 8%
Cc1ccccc1OCCOc1cccc(/C=C2/C(=N)N3N=C(c4ccccc4)SC3=NC2=O)c1 | 22%
O=c1/c(=C/c2ccccc2OCc2ccc(Cl)cc2)sc2nc3ccccc3n12 | 9%
N#C/C(=C\c1ccc(Cl)cc1)c1nc(-c2cc3c(ccc4ccccc43)oc2=O)cs1 | 7%
CN1CCC(=NNC(=O)CN2CCOCC2)CC1 | 5%
Cc1nc(N)sc1C(=O)N/N=C/c1ccc(Cl)cc1Cl | 15%
Cc1cc(NC(=O)CSc2ccccn2)no1 | 0%
CCSC1=C(C#N)C(c2ccccc2Cl)C(C(C)=O)=C(C)N1 (centres undefined) | 3%
CC(C)(C)c1ccc(C(=O)NNC(=O)CCc2ccccc2)cc1 | 8%
Cc1ccc(-n2c(=S)[nH]c3sc4c(c3c2=O)CCC4)cc1 | 12%
COC(=O)c1ccc(/C=N/N=C(N)N)cc1 | 4%
O=c1c2cc([N+](=O)[O-])ccc2[nH]c2c1[nH]c1ccccc12 | 33%
COc1cc(C(=O)Nc2cc(-c3nc4ccccc4s3)ccc2C)cc(OC)c1OC | 2%
Cc1ccc(OCC(=O)Nc2cccc(I)c2)c(Br)c1 | 11%
Cc1ccc(S(=O)(=O)NC(=O)Nc2cccc(C(F)(F)F)c2)cc1 | 3%
CC1CCc2c(sc(NC(=O)c3cccnc3)c2C(=O)Nc2ccccc2)C1 (centres undefined) | 7%
Cc1cc(=O)n2/c(=C\c3ccc(Br)cc3)c(=O)[nH]c2n1 | 0%
Cc1ccc(Cl)cc1N(Cc1ccc(C(=O)O)cc1)S(=O)(=O)c1ccccc1 | 11%
CCOC(=O)C1=C(C)N=c2s/c(=C\c3ccc(-c4cccc([N+](=O)[O-])c4)o3)c(=O)n2C1c1ccc(Cl)cc1 (centres undefined) | 0%
O=C(CC12CC3CC(CC(C3)C1)C2)Nc1nccs1 | 6%
Cc1ccc(C2=NN(C(=O)CCC(=O)O)C(c3cccc([N+](=O)[O-])c3)C2)cc1 (centres undefined) | 2%
CCSc1nnc(NC(=O)c2cc(-c3ccc(OC)cc3)nc3ccccc23)s1 | 18%
C[n+]1ccccc1CCC#N | 0%
COc1ccc(C(=O)Nc2ccc(F)c(Cl)c2)cc1OC | 7%
Cc1ccc(OCC(=O)Nc2sc3c(c2C(N)=O)CCC3)c(C)c1 | 22%
Cc1ccc(S(=O)(=O)Nc2ccccc2C=Nc2c(C)n(C)n(-c3ccccc3)c2=O)cc1 | 0%
O=S(=O)(Nc1cccc(F)c1)c1ccc2ccccc2c1 | 27%
COc1ccc(CNCc2cccc(Oc3ccccc3)c2)cc1 | 1%
CCCOC(=O)c1ccc2c(c1)C(=O)N(c1cccc(C)c1)C2=O | 8%
Cc1ccc(C(=O)ONC(=O)c2ccc(Cl)cc2)cc1[N+](=O)[O-] | 2%
O=C(Nc1ccc2c(c1)C(=O)N(c1ccccc1)C2=O)c1ccco1 | 5%
OCC1CCCCN1Cc1cccc2ccccc12 (centres undefined) | 4%
CC12CN3CC(C)(CN(C1)C3c1ccc(O)cc1)C2O (centres undefined) | 7%
Cc1[nH]oc(=O)c1N=Nc1ccccc1C(F)(F)F | 4%
CN1C(=O)/C(=C\c2ccc(OS(=O)(=O)c3ccccc3[N+](=O)[O-])cc2)SC1=S | 4%
Cc1ccc(-c2nnc(NC(=O)Nc3ccc(Cl)c(Cl)c3)s2)cc1 | 22%
Cc1ccc(S(=O)(=O)N(CC(=O)Nc2ccccc2C(=O)O)c2cccc(Cl)c2C)cc1 | 8%
COc1cc(/C=c2\sc3nc4ccccc4n3c2=O)cc(Br)c1OCc1ccccc1Cl | 9%
CCc1nccn1S(=O)(=O)c1ccc2ccccc2c1 | 0%
O=c1sc2ccccc2n1CN1CCCCC1 | 7%
COc1ccc(-n2c(=O)c3c4c(sc3n3c(=S)[nH]nc23)CCCC4)cc1 | 11%
CCN1C(=O)/C(=C\c2cc(Cl)c(OCCOc3cccc(OC)c3)c(OC)c2)SC1=S | 14%
CC(=O)N1c2ccccc2C(Nc2ccccc2)CC1C (centres undefined) | 4%
O=C(N/N=C/c1ccc(-c2ccc(Br)cc2)o1)/C(=C/C=C/c1ccccc1)NC(=O)c1ccccc1 | 32%
CCCc1ncc(C(O)c2ccccc2OC)n1C (centres undefined) | 4%
CCC(C)OC(=O)C1=C(C)NC(=O)CC1c1ccccc1Br (centres undefined) | 0%
O=C1/C(=C/c2ccco2)SC(=S)N1c1cccc(C(F)(F)F)c1 | 5%
Cc1cc(OCC(=O)NN)ccc1Cl | 0%
COc1cc2c(cc1OC)C(c1ccccc1)N(C1CC(=O)N(c3ccccc3)C1=O)CC2 (centres undefined) | 7%
NC(=O)NN=C1CCN(Cc2ccccc2)CC1 | 0%
Cc1ccccc1NC(=O)Nc1nnc(-c2ccccc2SCc2ccc(F)cc2)s1 | 27%
COc1ccc(C2/C(=C(/O)c3ccccc3)C(=O)C(=O)N2c2cccc(Br)c2)cc1 (centres undefined) | 13%
C[N+]1=C(CC(=O)Nc2ccccc2Cl)c2ccccc2CC1(C)C | 14%
Cc1ccc2nc(-c3c(-c4ccccc4)c4cc(Cl)ccc4[nH]c3=O)cc(-c3ccccc3)c2c1 | 25%
COc1ccc(-c2cc(C(F)(F)F)n3nc(C(=O)NCc4cccnc4)cc3n2)cc1 | 2%
O=C1CC(c2ccccc2)=NN1c1nc(-c2ccccc2)cc(-c2ccc(F)cc2)n1 | 3%
Cc1ccc(C(=O)Nc2ccc3c(c2)OCCO3)c(Cl)c1 | 10%
COc1cc(/C=C/C(=O)Nc2cccc(C)c2)ccc1OCc1ccc(Cl)cc1 | 15%
CCCN1C(=O)/C(=C/c2nc3ccccc3c(=O)[nH]2)c2cc(C)ccc21 | 17%
O=C(c1ccccc1Cl)N1CCN(c2nc3ccccc3s2)CC1 | 0%

(cont.)
smiles | RNase H inhibition
CC1=CC(c2ccccc2)n2c(nc3ccccc32)N1 (centres undefined) | 4%
C=CCN1C(=O)/C(=C/c2cccc(OCCOc3ccc(C)cc3C)c2)SC1=S | 22%
CCOC(=O)C1=C(C)N=c2s/c(=C\c3ccc(OCc4ccccc4Cl)cc3)c(=O)n2C1c1ccc(OC)cc1 (centres undefined) | 0%
CCSc1nnc(N2C(=O)c3ccc(C(=O)c4ccc(C(=O)O)cc4)cc3C2=O)s1 | 7%
C=CCN1C(=O)/C(=C\c2ccc(OCC)cc2)C(C(=O)OC)=C1C | 15%
O=C(COc1ccc(Cl)cc1)NNC(=O)c1ccc([N+](=O)[O-])cc1 | 2%
O=C(O)CCC(=O)N1N=C(c2cccs2)CC1c1ccccc1Cl (centres undefined) | 5%
Cc1cc(OCC(=O)N2CCN(c3ccc([N+](=O)[O-])cc3)CC2)cc(C)c1Cl | 9%
NC1=NC(=O)/C(=C\c2ccc3ccccc3c2)S1 | 12%
CCOC(=O)C1CCCN(C(=O)c2cc(OCC)c(OCC)c(OCC)c2)C1 (centres undefined) | 10%
CCOC(=O)N1CCN(C(=O)COc2ccc(Br)cc2Cl)CC1 | 31%
O=C1c2ccc(Oc3ccc([N+](=O)[O-])cc3)cc2C(=O)N1c1ccc(Sc2ccc([N+](=O)[O-])cc2)cc1 | 2%
CCOC(=O)C(=O)Nc1ccc(S(=O)(=O)Nc2ccc(OC)cc2)cc1 | 6%
CCOc1ccccc1OCCOc1cccc(C=O)c1 | 20%
O=C(CCN1CCCCC1)c1ccc2c(c1)OCO2 | 6%
CCc1ccc(CN2CCN(Cc3cc(OC)ccc3O)CC2)cc1 | 7%
O=C1c2ccccc2C(=O)N1CCCc1nc2ccccc2c(=O)n1Cc1ccccc1 | 4%
Cc1cc(=O)c2ccc(Cl)cc2[nH]1 | 4%
CC(=O)Nc1ccc(N/C=C(\C#N)c2nc(-c3ccc(C)cc3C)cs2)cc1 | 5%
O=C(N/N=C/c1ccc(-c2cccc(Cl)c2Cl)o1)c1ccccn1 | 9%
COc1cc(C=Nc2ccc(Cl)cc2)ccc1OC(C)=O | 7%
COc1ccc(N=Cc2c(O)n(-c3ccc(F)cc3)c(=O)[nH]c2=O)c(OC)c1 | 0%
CCOc1cccc(C(=O)NC(=S)Nc2ccc(-c3nc4cc(C)c(C)cc4o3)cc2)c1 | 11%
CC(=O)CC(=O)Nc1ccc(Cl)cn1 | 0%
Cc1ccc2nc(Nc3nc(O)c(CCC(C)C)c(=O)[nH]3)nc(C)c2c1 | 0%
CCc1ccc2oc(-c3cc(NC(=O)c4cc(OC)c(OC)c(OC)c4)ccc3O)nc2c1 | 6%
CCN(CC)c1ccc(NC(=S)NC(=O)c2cccc(OC(C)C)c2)cc1 | 36%
CCCc1c(C(=O)OCC)c(C(=O)OCC)c2c(-c3ccccc3)nc(N3CCOCC3)nn12 | 13%
COc1cccc(OCCOCCOc2cc(C)ccc2Cl)c1 | 25%
O=C(NCCO)c1cccc2c1C(=O)c1ccccc1-2 | 3%
CCOC(=O)c1c(NC(=O)c2ccc(N3C(=O)CCC3=O)cc2)sc(C)c1C | 12%
CCOc1ccc(C(=O)N2CCN(c3ccccc3)CC2)cc1OCC | 24%
COc1ccc(C2=NN(c3nc(-c4cc(C)ccc4C)cs3)C(c3ccc(Cl)cc3Cl)C2)cc1F (centres undefined) | 16%
CCCCCC12CCC(O)(CC1)CC2=O | 5%
CCOc1ccc2nc(/N=C(\N)NC(=O)c3ccccc3)nc(C)c2c1 | 15%
Cc1ccc(O)c(Nc2c([N+](=O)[O-])c(=O)oc3ccccc23)c1 | 10%
CCOc1cc(/C=C2\SC(=S)NC2=O)ccc1OCCOc1ccccc1Cl | 43%
O=c1[nH]c(O)c(C2c3c([nH]c(=O)[nH]c3=O)Oc3ccc4ccccc4c32)c(=O)[nH]1 (centres undefined) | 30%
COC(=O)c1ccccc1NC(=O)/C=C/c1ccc(OC)cc1 | 11%
O=[N+]([O-])c1ccccc1/C=N/Nc1ncc(Br)cn1 | 2%
COc1ccc(C(=O)NC(=S)Nc2ccc(-c3nc4ccccc4s3)cc2)cc1Cl | 46%
COc1ccc(C=O)cc1OCc1ccccc1[N+](=O)[O-] | 15%
CN1C(=O)C(=Cc2ccc(-c3ccccc3C(=O)O)o2)C(=O)N(C)C1=O | 13%
CC(C)CNC(=O)CN(c1ccc(C(C)C)cc1)S(=O)(=O)c1ccccc1 | 6%
CC(=O)Nc1ccc(S(=O)(=O)CCO)cc1 | 0%
CC(=O)N(C)c1ccc(N=Cc2cccs2)cc1 | 3%
C/C(=N\Nc1cc(-c2ccccc2)nc(C)n1)c1ccc(Cl)c(Cl)c1 | 9%
Cc1c(Cl)cccc1NC1C=CS(=O)(=O)C1 (centres undefined) | 0%
CCCOc1ccc2c(C)cc(=O)oc2c1 | 0%
O=C(NC(=S)Nc1ccc2oc(-c3ccc4ccccc4c3)nc2c1)c1ccccc1 | 26%
CC(C)c1ccc(NC(=O)[C@@H]2C[C@@H]2c2ccccc2)cc1 | 7%
O=C(COc1ccc2ccccc2c1)NCCCc1ccccc1 | 3%
O=C(N/N=C/c1ccccc1[N+](=O)[O-])c1ccccc1 | 28%
O=C1NC(=O)N(Cc2ccco2)C(=O)/C1=C\c1ccc(-c2cccc(Cl)c2Cl)o1 | 46%
COc1cc(/C=C(/C#N)C(=O)Nc2ccccc2)c(Br)cc1OCC(=O)O | 3%
COc1ccc(CC(=O)O/N=C(\N)Cc2ccc([N+](=O)[O-])cc2)cc1OC | 0%
COc1ccc(CNC(=O)COc2ccc(Br)c(C)c2)cc1 | 8%
CN(c1ccccc1)S(=O)(=O)c1cc(Cl)ccc1Cl | 36%
CC1(c2ccccc2)C(C#N)=C(N)OC2=C1C(=O)CCC2 (centres undefined) | 7%
Brc1ccc(CN2CCN(Cc3ccco3)CC2)cc1 | 0%

(cont.)
smiles | RNase H inhibition
COc1ccc(C2(CNC=O)CCCC2)cc1OC | 1%
C=CCc1ccc(OCC(O)CN2CC(C)OC(C)C2)c(OC)c1 (centres undefined) | 9%
CC(Nc1cc(Cl)ccc1[N+](=O)[O-])c1ccc(Br)cc1 (centres undefined) | 54%*
CCc1c(C)c(C#N)c2nc3ccccc3n2c1N1CCN(C2c3ccccc3-c3ccccc32)CC1 | 23%
CCOC(=O)c1cccc(NC(=O)c2ccc(Br)cc2)c1 | 2%
Cc1[nH]n(-c2ccc(Cl)cc2)c(=O)c1C=Nc1ccc(S(=O)(=O)N(C)C)cc1 | 10%
NC(=O)N/N=C1\NC(=O)/C(=C\c2ccccc2)S1 | 5%
CCSCCOC(=O)C1=C(C)NC2=C(C(=O)CCC2)C1c1ccc(OC)c(OCc2ccccc2)c1 (centres undefined) | 6%
O=C1/C(=C/c2cccc(O)c2)SC(=S)N1c1ccc(O)cc1 | 26%
COc1cc(C2NC(=O)CS2)cc(OC)c1OC (centres undefined) | 3%
COCCNC(=S)Nc1ccc(C)cc1 | 1%
COC(=O)c1cc(C(=O)N2CCN(C)CC2)cc([N+](=O)[O-])c1 | 0%
CCOc1cc(/C=C2/SC(=S)N(C)C2=O)ccc1OCc1c(Cl)cccc1Cl | 3%
CCOc1cc(/C=C2/SC(=Nc3ccc(Cl)cc3)NC2=O)ccc1O | 15%

Not all compounds are listed; the hit share may differ from the screen's.
